High-throughput results as filed in PubChem BioAssay.
Cneo AK release = causes C. neoformans cell lysis; adenylate kinase release luminescence, 4 h; normalised: neutral wells 0, clomiphene wells 100; lysis activity, % at 15 µM; 360,000 tested, 0.2% active;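 active = mean lysis activity across replicates of at least 80%, whatever share of replicates individually reach that level; inactive = mean lysis activity below 80%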
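Assay system: C. neoformans cells. Amount: yeast cell density of 5 × 10^6 cells/mL. Technique: AK luminescence. Buffer or medium: YPD. Times: static 4 h at 37 °C with compound, 1 h detection. Dosing: single-point compound dose. Read-out: lysis from increased AK signal.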
LGR2 inh = Drosophila LGR2 receptor signaling inhibition; HEK293 LGR2, CRE-luciferase, bursicon-stimulated, 4 h; AID 720647; 380,000 tested, 0.35% active; inhibition, % at 9.99 µM;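 active = drop in luminescence signal, shown as inhibition above about 50% in the replicate tests, limit read from the data, passing the limit was not always enough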;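 also: agonist challenge used bursicon conditioned medium at about half maximal strength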
ERAP1 HTS inh = blocks human ERAP1 aminopeptidase activity | Q9NZ08 | recombinant ERAP1, Leu-AMC fluorescence, 60 min | inhibition, % at 10.7 µM | 340,000 tested, 0.15% active | AID 652197;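 active = mean replicate inhibition of at least 30%, or all replicates individually reaching that 30% level; inactive = mean below 30% and not every replicate reaching it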;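 also: 0% = neutral control wells and 100% = L-leucinethiol positive control wells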
Target sequence (Q9NZ08 whole entry, looked up): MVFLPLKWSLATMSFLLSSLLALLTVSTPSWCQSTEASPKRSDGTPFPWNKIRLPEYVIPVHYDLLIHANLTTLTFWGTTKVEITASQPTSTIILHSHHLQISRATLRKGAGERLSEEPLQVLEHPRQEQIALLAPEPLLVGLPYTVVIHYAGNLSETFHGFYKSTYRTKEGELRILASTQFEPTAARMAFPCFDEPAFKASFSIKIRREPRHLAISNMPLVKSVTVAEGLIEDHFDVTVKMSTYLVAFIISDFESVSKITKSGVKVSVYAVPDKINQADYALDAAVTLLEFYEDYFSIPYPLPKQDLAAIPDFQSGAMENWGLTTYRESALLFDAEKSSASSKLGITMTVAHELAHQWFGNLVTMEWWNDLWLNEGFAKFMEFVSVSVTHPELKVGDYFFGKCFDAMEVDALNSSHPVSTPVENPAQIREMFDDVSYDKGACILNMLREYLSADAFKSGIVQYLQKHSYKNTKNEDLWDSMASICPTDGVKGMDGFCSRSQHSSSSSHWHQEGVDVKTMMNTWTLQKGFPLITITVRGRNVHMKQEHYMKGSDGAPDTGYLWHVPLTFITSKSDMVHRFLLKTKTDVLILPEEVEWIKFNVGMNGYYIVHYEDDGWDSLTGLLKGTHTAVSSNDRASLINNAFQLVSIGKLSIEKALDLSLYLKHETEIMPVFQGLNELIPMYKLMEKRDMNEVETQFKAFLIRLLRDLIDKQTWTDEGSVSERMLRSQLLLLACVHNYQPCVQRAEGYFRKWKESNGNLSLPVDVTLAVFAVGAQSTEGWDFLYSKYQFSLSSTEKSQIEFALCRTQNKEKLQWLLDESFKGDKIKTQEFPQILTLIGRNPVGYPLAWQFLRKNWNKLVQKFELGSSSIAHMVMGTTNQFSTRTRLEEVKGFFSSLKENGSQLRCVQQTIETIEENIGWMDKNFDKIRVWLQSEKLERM
S100A4 inh HTS = S100A4-myosin IIA interaction inhibition; P26447; S100A4/TAMRA-MyoIIA peptide fluorescence polarization; inhibition, % at 10.7 µM; 360,000 tested, 0.14% active; AID 652163;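 active = mean inhibition of at least 70% across replicates, with every replicate also reaching that level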
Target sequence (P26447 whole entry, looked up): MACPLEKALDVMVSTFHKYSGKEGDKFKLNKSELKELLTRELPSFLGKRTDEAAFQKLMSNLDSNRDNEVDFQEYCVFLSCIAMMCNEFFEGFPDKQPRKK
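incubation = readout 5 min after mixing, signal stable up to 60 min | system = S100A4 monomer protein | buffer or medium = HEPES pH 7.2 with CaCl2, KCl, NaCl, DTT, Triton | benchmarks = neutral control DMSO, positive control TFP | also added = fluorescent myosin IIA peptide, 5 nM | compound dosing = one concentration per compound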
Xi reactivation = X-chromosome reactivation activator; XiGFP mouse fibroblasts, % GFP-positive cells imaging, 3 d; cells co-treated with 5-aza-dC sensitizer; scaled so ellipticine positive control = 100%; activation, % at 7.58 µM; 360,000 tested, 0.055% active;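 active = mean normalized replicate activation at least 10% and every replicate at or above 10%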;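 also: 0% = median of on-plate neutral control wells and 100% = ellipticine 6 µM median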
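assay system = SV40-immortalized XiGFP fibroblast cells, line 68-5-11 | buffer or medium = DMEM plus 5-aza-dC sensitizer | doses = single-point pinned compound dosing | times = 3-day compound exposure, then 15 min fixation at room temperature | benchmarks = positive control ellipticine, 6 µM final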
PGC1a acetyl inh = modulators of PGC1a acetylation; U2OS PGC1a acetylation, AlphaScreen anti-acetyl-lysine; with virally co-expressed GCN5 acetyltransferase; inhibition, % at 15.6 µM; 350,000 tested, 0.17% active;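 active = every replicate shows inhibition of at least 40%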;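 also: 0% = neutral control wells and 100% = positive control wells; some results beyond the cut were filed as inactive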
SIRT5 block = sirtuin-5 (human) deacylase inhibition; Q9NXA8; Purified SirT5, succinyl-peptide AMC, trypsin-coupled fluorescence; inhibition, % at 15 µM; 330,000 tested, 1.1% active; in the data active = inhibition above about 15%
Active calls of the source: *; . = not tested or not shown; & = joins results of further samples. A portion of the library; rates above refer to the full screens.

SMILES | Cneo AK release | LGR2 inh | ERAP1 HTS inh | S100A4 inh HTS | Xi reactivation | PGC1a acetyl inh | SIRT5 block
O=C1NC(=O)C(c2cn(-c3ccccc3)nc2-c2ccc(F)cc2)N1 (centres undefined) | -1 | 1 | . | . | . | 21 | .
c1csc(-c2nn3c(Cn4nnc5ccccc54)nnc3s2)c1 | 8 | -11 | . | . | . | -2 | .
O=C(Cc1ccc(Cl)cc1)Nc1ccccc1Sc1ccccc1 | 3 | -3 | . | . | . | -12 | .
CCOc1ccc(/C(O)=C2\C(=O)C(=O)N(CCN(C)C)C2c2cc(OC)ccc2OC)cc1Cl (centres undefined) | 0 | 2 | . | . | . | 6 | .
CCn1c(SCC(=O)Nc2nc3ccccc3s2)nnc1-c1ccc(OC)cc1 | -3 | 2 | . | . | . | -12 | .
O=C(NCc1ccccc1)c1c[nH]c2ccc(S(=O)(=O)Nc3ccc4c(c3)OCCO4)cc2c1=O | 0 | 0 | . | . | . | 5 | .
CCOC(=O)c1ccc(NC(=O)CNS(=O)(=O)c2ccccc2)cc1 | -3 | 6 | . | . | . | -6 | .
C=CCn1cnc2c(NCc3ccccc3)ncnc21 | -1 | -3 | . | . | . | -4 | .
CCN(CC)S(=O)(=O)c1ccc(C(=O)NNC(=O)C2CCN(S(=O)(=O)c3ccc(Cl)cc3)CC2)cc1 | -3 | -6 | . | . | . | 2 | .
CCC(C)NC(=O)Nc1ccccc1C (centres undefined) | -4 | -1 | . | . | . | -3 | .
CCn1c(N)c(C(=O)NCC2CCCO2)sc1=S (centres undefined) | -1 | 9 | . | . | . | -14 | .
O=C1Nc2ccccc2C12OCC1(CO2)COC2(OC1)C(=O)Nc1ccccc12 (centres undefined) | -1 | 4 | . | . | . | -4 | .
COCc1cc(C)nc(OCC(=O)N/N=C/c2cc(C)n(-c3c(C)cccc3C)c2C)c1C#N | 3 | 14 | . | . | . | 13 | .
Cc1cccc(C(=O)NNS(=O)(=O)c2ccccc2[N+](=O)[O-])c1 | -3 | 26 | . | . | . | -1 | .
COc1cc2c(c(OC)c1OC)CC(=O)N(C)CC2 | -1 | -3 | . | . | . | 2 | .
CN(C)CCCN(C(=O)CCc1ccccc1)c1nc2c(F)cccc2s1 | 7 | 13 | . | . | . | -4 | .
Cc1cc(-c2ccco2)c(C#N)c2nc3ccccc3n12 | -1 | -8 | . | . | . | 4 | .
C=CCNc1nc(Cl)ncc1F | -1 | 1 | . | . | . | -2 | .
COc1ccc2[nH]c(=O)c(COC(=O)c3cccs3)cc2c1 | -3 | -5 | . | . | . | 1 | .
CC(=O)Nc1cc(NC(C)=O)cc(C(=O)OCC(=O)N2CC(C)OC(C)C2)c1 (centres undefined) | 3 | 0 | . | . | . | 4 | .
COc1ccc(S(=O)(=O)NC(CC(=O)NCc2ccco2)c2ccco2)cc1 (centres undefined) | 2 | -18 | . | . | . | 26 | .
Cc1ccc2cc(CCNC(=O)c3cccc([N+](=O)[O-])c3)c(=O)[nH]c2c1C | 7 | -5 | . | . | . | -7 | .
CCNC(=O)CC1C(=O)N(c2ccc(F)cc2)C(=O)N1Cc1ccccn1 (centres undefined) | 6 | -4 | . | . | . | 8 | .
C=C1CSc2nc(=O)c3c(C)c(C)sc3n21 | 3 | 0 | . | . | . | -2 | .
COc1ccc(NC(=S)Nc2cc(-c3ccccc3)[nH]n2)cc1Cl | -1 | 11 | . | . | . | 4 | .
CCCCOc1ccc(CC(=O)NCC(=O)O)cc1 | 0 | 13 | . | . | . | -3 | .
O=C(CCN1C(=O)c2ccccc2C1=O)N1CCCCCC1 | 0 | 32 | . | . | . | 2 | .
CC(C)(C)C(=O)Cn1ncc(NC2CC2)c(Br)c1=O | 1 | 1 | . | . | . | 6 | .
CCCCn1cnc2c1c(=O)[nH]c(=O)n2CCCC | -6 | -2 | . | . | . | -4 | .
CC(C)C(NC(=O)c1ccccc1)C(=O)NCc1ccccn1 (centres undefined) | 0 | 22 | . | . | . | 7 | .
O=c1oc2ccccc2c(NCCc2ccccc2)c1[N+](=O)[O-] | -1 | -17 | . | . | . | -4 | .
CC1CCN(C(=O)c2ccc(-n3cnnn3)cc2)CC1 | -1 | 1 | . | . | . | 3 | .
Oc1ccc(C2C(c3ccccc3)=NN=C(c3ccccc3F)N2O)c(O)c1 (centres undefined) | -5 | -22 | . | . | . | -6 | .
COc1ccc(S(=O)(=O)Nc2cc(C)nn2-c2ccccc2)cc1 | -3 | -9 | . | . | . | 15 | .
O=C(O)CCc1ccc(-c2ccccc2)n1NC(=O)c1ccco1 | 1 | 6 | . | . | . | 1 | .
O=C(NCCN1CCOCC1)c1c[nH]c2ccc(S(=O)(=O)N3CCOCC3)cc2c1=O | -2 | -4 | . | . | . | 0 | .
O=C(CSc1nnc(C2COc3ccccc3O2)o1)N1CCCc2ccccc21 (centres undefined) | 0 | -4 | . | . | . | -4 | .
O=C(CCNC(=O)c1ccccc1)Oc1ccc([N+](=O)[O-])cc1 | 1 | -6 | . | . | . | 1 | .
O=C(O)C1CCCCC1C(=O)NCCc1ccncc1 (centres undefined) | 0 | -14 | . | . | . | 9 | .
CCOC(=O)C1CCN(C(=O)Nc2ccc3nccnc3c2)CC1 | -2 | -10 | . | . | . | 3 | .
CC(C)(C)C(=O)CSc1nc2ncc(Br)cc2[nH]1 | 1 | -7 | . | . | . | -2 | .
CC(=O)N/C(=C/c1ccc2c(c1)OCO2)C(=O)NCCO | 0 | 7 | . | 12 | . | . | .
O=c1c2c([nH]c3ccccc13)CCCCC2 | . | 4 | . | 0 | . | . | -1
O=C(c1cc2c(s1)-c1ccccc1S(=O)(=O)C2)N1CCCC1 | . | -16 | . | 0 | . | . | 0
O=C1CC(c2ccccc2)CC2=C1C=Nc1ccccc1N2 (centres undefined) | . | -4 | . | -2 | . | . | -2
CC1CCc2c(C(=O)NCc3ccco3)csc2C1 (centres undefined) | . | -15 | . | -3 | . | . | -1
O=C(/C=C\c1ccco1)NC(=S)Nc1ccccc1O | . | 12 | . | -7 | . | . | 3
C1CC(CN2CCOCC2)CN(c2nc3nonc3nc2N2CCSCC2)C1 (centres undefined) | . | -2 | . | -4 | . | . | 8
C=CCSc1nc2ccccc2c(=O)n1C1CCOC(C)(C)C1 (centres undefined) | . | -10 | . | -33 | . | . | 4
COCCN1CCn2c(nc3cc([N+](=O)[O-])ccc32)C1 | . | -24 | . | 1 | . | . | 6
Cc1cc(C(=O)COc2cccnc2[N+](=O)[O-])c(C)n1-c1ccccc1F | . | -77 | . | -2 | . | . | -3
O=C(O)Cc1sc(Nc2ccccc2)nc1-c1cccs1 | . | -47 | . | -32 | . | . | -2
O=c1cc(-c2ccccc2)oc2c1ccc1ccccc12 | . | -44 | 5 | -4 | . | . | .
O=[N+]([O-])c1cccc(I)c1 | . | 1 | -6 | 12 | . | . | .
Cc1ccc(C)c([N+](=O)[O-])c1 | . | 2 | 2 | -5 | . | . | .
COc1ccc(C)cc1N | . | -17 | 5 | -3 | . | . | .
O=[N+]([O-])c1c(Cl)cc(Cl)cc1Cl | . | 9 | -3 | 5 | . | . | .
CNC12CCc3cc(OC)c(OC)c(c31)-c1cc3c(cc1C2)OCO3 (centres undefined) | . | -8 | 1 | -3 | . | . | .
C[C@H](CO)N1C[C@H](C)[C@H](CN(C)Cc2ccc(C(=O)Nc3ccccc3N)cc2)OCCCC[C@H](C)Oc2ccc(N(C)C)cc2C1=O | 7 | . | . | . | -1.0 | -18 | .
C[C@H]1CCCCO[C@@H](CN(C)Cc2ccc3c(c2)OCO3)[C@@H](C)CN([C@@H](C)CO)C(=O)c2cc(NS(=O)(=O)c3cccs3)ccc2O1 | -4&-8 | . | . | . | 0.0 | -5&-7 | .

Ordered by number of heavy atoms (rising): part of the list above
SMILES | Cneo AK release | LGR2 inh | ERAP1 HTS inh | S100A4 inh HTS | Xi reactivation | PGC1a acetyl inh | SIRT5 block
COc1ccc(C)cc1N | . | -17 | 5 | -3 | . | . | .
Cc1ccc(C)c([N+](=O)[O-])c1 | . | 2 | 2 | -5 | . | . | .
COCCN1CCn2c(nc3cc([N+](=O)[O-])ccc32)C1 | . | -24 | . | 1 | . | . | 6
O=C(O)Cc1sc(Nc2ccccc2)nc1-c1cccs1 | . | -47 | . | -32 | . | . | -2
C=CCSc1nc2ccccc2c(=O)n1C1CCOC(C)(C)C1 (centres undefined) | . | -10 | . | -33 | . | . | 4
CNC12CCc3cc(OC)c(OC)c(c31)-c1cc3c(cc1C2)OCO3 (centres undefined) | . | -8 | 1 | -3 | . | . | .
Cc1cc(C(=O)COc2cccnc2[N+](=O)[O-])c(C)n1-c1ccccc1F | . | -77 | . | -2 | . | . | -3
C1CC(CN2CCOCC2)CN(c2nc3nonc3nc2N2CCSCC2)C1 (centres undefined) | . | -2 | . | -4 | . | . | 8
C[C@H]1CCCCO[C@@H](CN(C)Cc2ccc3c(c2)OCO3)[C@@H](C)CN([C@@H](C)CO)C(=O)c2cc(NS(=O)(=O)c3cccs3)ccc2O1 | -4&-8 | . | . | . | 0.0 | -5&-7 | .
C[C@H](CO)N1C[C@H](C)[C@H](CN(C)Cc2ccc(C(=O)Nc3ccccc3N)cc2)OCCCC[C@H](C)Oc2ccc(N(C)C)cc2C1=O | 7 | . | . | . | -1.0 | -18 | .

The results go on.
SMILES | Cneo AK release | LGR2 inh | ERAP1 HTS inh | S100A4 inh HTS | Xi reactivation | PGC1a acetyl inh | SIRT5 block
O=C(Nc1ccn([C@H]2CC[C@@H](CO)O2)c(=O)n1)c1ccccc1 | . | . | . | -5 | 0.0 | . | -1
CCOC(=O)c1cnc(COc2ccc(OC)cc2)[nH]c1=O | . | . | . | -8 | 0.0 | . | -1
CCCCn1c(=O)nc2n(-c3ccc(Cl)cc3)c3ccccc3cc-2c1=O | . | . | 5 | 1 | -0.1 | . | .
O=C(CCS(=O)(=O)c1ccccc1)Nc1ccc(S(=O)(=O)Nc2nccs2)cc1 | . | . | 2 | 0 | 0.0 | . | .
COCCNC(=O)Cn1c(=O)n(CCCCCC(=O)Nc2ccccc2)c(=O)c2sccc21 | . | . | 0 | -3 | 0.1 | . | .
COC(=O)c1cc2c(c3c4cc(C)ccc4n(S(=O)(=O)c4ccc(OC)cc4)c13)C(=O)N(Cc1ccc(C(F)(F)F)cc1)C2 | . | . | 0 | -3 | 0.0 | . | .
ON=C1c2ccccc2-c2cc(Br)ccc21 | . | . | -1 | 15 | 0.0 | . | .
N#CC1(Nc2ccc(-c3ccc(NC4(C#N)CCCC4)cc3)cc2)CCCC1 | . | . | 4 | -11 | 0.0 | . | .
COc1ccccc1NC(=O)COC(=O)c1ccc(S(=O)(=O)N2CCCCCC2)cc1 | . | . | 1 | 8 | 0.2 | . | .
CCCCNC(=O)COC(=O)c1c2c(nc3ccccc13)/C(=C\c1cccs1)CC2 | . | . | -1 | 2 | 0.0 | . | .
O=C(CCN1CCCO1)N1CCCC(Nc2cccc(F)c2)C1 (centres undefined) | . | . | 2 | -2 | 0.3 | . | .
Nc1[nH]c(C(=O)c2ccc(Br)cc2)c(-c2ccc(Cl)cc2Cl)c1C(=O)NCCc1c[nH]c2ccccc12 | . | . | 1 | -3 | 0.2 | . | .
COc1ccccc1C(=O)NC(=O)CSc1ccc(C)c(C)c1 | . | . | 5 | 6 | 0.4 | . | .
CN1C(=O)[C@@]2(O[C@H]3[C@H]4C=C[C@@H]([C@H]5C(=O)N(Cc6ccccc6)C(=O)[C@@H]45)N3C3=C2C(=O)CC3)c2ccccc21 | . | . | 1 | -45 | 0.1 | . | .
O=C1C2C(C(=O)N1/N=C/c1cccc([N+](=O)[O-])c1)C1C=CC2C12CC2 (centres undefined) | . | . | -3 | -4 | -0.1 | . | .
O=C1C=CC(=O)N1c1cccc(-c2ccccc2)c1 | . | . | 2 | -1 | 0.7 | . | .
